A350 autofl: compound fluoresces in the Alexa 350 spectral region. max dye-equivalent concentration, M. AID 590. Compound autofluorescence, 340/450 nm, Alexa 350 dye-equivalents; hits give high values. 11% of 59,000 active; in the data active = max dye-equivalent concentration above about 10 nM; inconclusive = mostly about 1.1 nM to 9.6 nM
4MU fluor: 4-MU region autofluorescence. AID 589. 11% of 59,000 active. compound autofluorescence, 340/450 nm, 4-MU equivalents; hits give high values. max dye-equivalent concentration, M; in the data active = max dye-equivalent concentration above about 10 nM; inconclusive = mostly about 1.1 nM to 9.6 nM
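Compounds in 100 mM Tris, pH 8.0, sat 15 min at room temperature before fluorescence was read at 340 nm excitation/450 nm emission; a per-plate six-point 4-MU standard curve converted signals to dye-equivalent concentration at each compound concentration.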
Rhodamine fluor: rhodamine region autofluorescence. max dye-equivalent concentration, M. 0.05% of 59,000 active. Rhodamine-region fluorescence, 547/598 nm, Tris buffer; hits give high values; in the data active = max dye-equivalent concentration above about 11 nM; inconclusive = between about 1.1 nM and that limit
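Intensities are converted to rhodamine-equivalent concentration using a six-point rhodamine standard on each plate. Compounds sit 15 min at room temperature in 100 mM Tris buffer, pH 8.0; read uses the 547/598 nm excitation/emission pair.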
HEK293 cAMP ctrl: counter-screen for TSHR agonists: cAMP increase in parental HEK293 | 2.5% of 73,000 active | AID 938 | parental HEK293 CNG cAMP sensor, membrane potential fluorescence | Potency, µM (series often up to 57.1 µM), for inactives: top-dose activation, hits mostly activators; note: potency is the fitted concentration of half-maximal effect; % of control where 0% means no effect; nearly all actives have a fitted effect of over 55% in size
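Parental HEK 293 cells stably expressing a modified CNG channel (no TSHR) report cAMP rise as membrane depolarization. Membrane potential dye with 100 uM RO 20-1724 was loaded for 60 min at room temperature, then compound added for 30 min; fluorescence read at 590 nm.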
ERK AVP block: blocks ERK signaling stimulated by vasopressin; 0.99% of 72,000 active; AID 995; HEK293-V1b, vasopressin-stimulated pERK AlphaScreen; Potency, µM (titrated, usually from 57.5 µM), without a hit: at the top dose activity, negative = inhibition, most hits filed as inhibitors; note: potency is the fitted concentration of half-maximal effect; % is set by controls: 0 for no effect and ±100 for the full control effect; nearly all actives have a fitted effect of over 55% in size
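HEK293 cells stably expressing V1b receptor, preincubated 30 min at 37 °C with compound, then stimulated 5 min with 25 nM vasopressin. Phospho-ERK by AlphaScreen SureFire after 5 h RT; normalized to DMSO and vasopressin; AC50 by Hill fit.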
Tau fil binding: tau filament binding. P10636. AID 596. Potency, µM (titrated, usually from 57.1 µM), for the others: at the highest dose activity change, negative = inhibition. recombinant tau filaments, thioflavin S fluorescence, 15 h; filaments grown with octadecylsulfate alongside compound. 2% of 71,000 active;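 note: potency is the fitted concentration of half-maximal effect; % is set by controls: 0 for no effect and ±100 for the full control effect; actives lower thioflavin S fluorescence by blocking filaments or displacing dye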
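ThS-based fibril read: tau 1 uM final, inducer ODS 30 uM final, 37 C for 15 h, ex 450/em 510 nm.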
Luciferase inh: firefly luciferase inhibition | purified firefly luciferase, luminescence, 8 min | Potency, µM (titrated, usually from 57.1 µM), for the others: top-dose activity change, negative = inhibition, most hits filed as inhibitors | 2.2% of 72,000 active; note: potency is the fitted concentration of half-maximal effect; % is set by controls: 0 for no effect and ±100 for the full control effect; nearly all actives have a fitted effect of over 40% in size
Target sequence (P08659 whole entry, looked up): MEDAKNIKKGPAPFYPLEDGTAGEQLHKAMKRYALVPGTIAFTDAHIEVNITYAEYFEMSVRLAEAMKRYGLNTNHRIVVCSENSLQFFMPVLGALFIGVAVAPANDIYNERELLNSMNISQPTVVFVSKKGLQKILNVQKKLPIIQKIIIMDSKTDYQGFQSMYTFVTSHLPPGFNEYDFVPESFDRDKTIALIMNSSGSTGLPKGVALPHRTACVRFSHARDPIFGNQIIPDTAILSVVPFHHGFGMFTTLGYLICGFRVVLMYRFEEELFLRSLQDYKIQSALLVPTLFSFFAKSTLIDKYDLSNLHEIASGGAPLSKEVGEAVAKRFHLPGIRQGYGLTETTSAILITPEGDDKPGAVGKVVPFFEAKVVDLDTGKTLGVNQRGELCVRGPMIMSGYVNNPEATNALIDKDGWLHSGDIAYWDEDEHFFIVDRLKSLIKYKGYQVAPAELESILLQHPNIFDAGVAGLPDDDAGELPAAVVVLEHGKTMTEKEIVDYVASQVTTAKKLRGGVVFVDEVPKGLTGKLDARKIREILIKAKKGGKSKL
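Compounds were tested as concentration series (qHTS) against purified P. pyralis luciferase with luciferin and 10 uM ATP in 50 mM imidazole pH 7.2, 50 mM KCl, 7 mM MgCl2, 0.01% Tween 20, 0.05% BSA. Luminescence was read after 8 min at ambient temperature.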
Casp7 inh: caspase-7 (human) inhibition, allosteric or competitive. 0.02% of 75,000 active. Potency, µM (top dose mostly 57.5 µM), inactives show top-dose activity change, negative = inhibition, actives largely listed as inhibitors. recombinant caspase-7, Ac-DEVD-AFC fluorescence rate; active = well fitted inhibition curve with a large enough effect in the main read-out, with a control signal flat, not every such curve was filed as active; inconclusive = small, poorly fitted or top-dose-only effect, or a change in a side signal; note: potency is the fitted concentration of half-maximal effect; % of control where 0% means no effect
Target sequence (P55210 24-198 limits assumed): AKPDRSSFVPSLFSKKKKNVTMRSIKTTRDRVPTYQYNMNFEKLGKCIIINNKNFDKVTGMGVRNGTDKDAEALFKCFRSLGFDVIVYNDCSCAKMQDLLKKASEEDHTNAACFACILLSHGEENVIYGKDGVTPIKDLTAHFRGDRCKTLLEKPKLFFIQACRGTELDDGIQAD
Target sequence (P55210 207-303 limits assumed): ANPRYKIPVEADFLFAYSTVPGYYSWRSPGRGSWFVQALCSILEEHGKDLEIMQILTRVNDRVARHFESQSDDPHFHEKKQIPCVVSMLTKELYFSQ
Caspase-1 inhib: caspase-1 (human) inhibition, allosteric or competitive | P29466 | Caspase-1 enzyme, Ac-WEHD-AFC fluorogenic rate | Potency, µM (doses to about 57.5 µM), without a hit: at the highest dose activity change, negative = inhibition, hits mostly inhibitors | 0.03% of 75,000 active | AID 900;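 note: potency is the fitted concentration of half-maximal effect; plate controls were vehicle for no effect and no substrate for full effect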
Texas Red fluor: compounds fluorescent in Texas Red spectral region. Compound fluorescence, Texas Red channel, 547/618 nm; hits give high values. AID 587. 0.06% of 59,000 active. max dye-equivalent concentration, M; in the data active = max dye-equivalent concentration above about 10 nM; inconclusive = between about 1.1 nM and that limit
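Pin-transferred compounds and Texas Red standards go into 100 mM Tris buffer, pH 8.0. After 15 min at room temperature, plates are imaged with 547/618 nm filters. Each value is a dye-equivalent concentration derived from the per-plate dye curve.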
Fluorescein fluor: fluorescein region autofluorescence | Compound autofluorescence, 480/540 nm, fluorescein-equivalent; hits give high values | AID 593 | max fluorescein-equivalent concentration, M | 0.91% of 59,000 active; in the data active = max fluorescein-equivalent concentration above about 10 nM; inconclusive = between about 1.1 nM and that limit
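Normalized response (dye-equivalent concentration) derives from comparing each well's 540 nm emission, under 480 nm excitation, with plate-resident fluorescein standards. Compounds were held in 100 mM Tris, pH 8.0, for 15 min at room temperature.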
* marks the source's active call; other numbers are inactive results; i = inactive; ? = inconclusive; . = no result given; [ ] = dose if it differs, or a comment. Unless noted, calls come from the whole dose curve; as a rule, active = well fitted curve in the direction sought with a large enough effect; inconclusive = small, poorly fitted or top-dose-only effect, or another doubt; inactive = no such curve, though single readings can be large; an effect the other way counts as inactive or inconclusive. Some of the compounds tested (hit frequency here may not be typical).

SMILES	A350 autofl	4MU fluor	Rhodamine fluor	HEK293 cAMP ctrl	ERK AVP block	Tau fil binding	Luciferase inh	Casp7 inh	Caspase-1 inhib	Texas Red fluor	Fluorescein fluor
O=C(Oc1ccnc2cc(Cl)ccc12)N1CCCCCC1	.	.	.	?	?	-7%	-1%	1%	-2%	.	.
Cc1ccc(-n2ncc(C(=O)NCc3ccc4c(c3)OCO4)c2NC(=O)c2ccco2)cc1C	?	?	i	24%	-1%	8%	-1%	-9%	-1%	i	i
COc1ccc(C(=O)Nc2ccc(S(=O)(=O)Nc3nccnc3OC)cc2)cc1OC	.	.	.	6%	-6%	12%	1%	1%	-4%	.	.
O=C(NCc1cccnc1)C1c2ccccc2C(=O)N1Cc1ccco1 (stereo not given)	?	i	i	12%	17%	10%	-2%	-4%	-5%	i	i
Cc1c(C(=O)O)[nH]c2c1C(=O)CC(c1ccccc1)C2 (stereo not given)	i	i	i	?	-1%	5%	-2%	0%	-2%	?	?
C=CCOn1c(=O)c(=O)n(OCc2ccccc2)c2ccccc21	?	i	i	19%	14%	-14%	1%	-2%	1%	?	i
O=C(C1CCN(S(=O)(=O)c2cnc[nH]2)CC1)N1CCN(c2ncccn2)CC1	i	i	i	?	47%	-4%	-2%	0%	0%	i	i
CCn1c(N2CCN(CC(=O)Nc3cccc(C)c3C)CC2)nc2ccccc21	i	i	i	28%	-12%	4%	0%	-1%	2%	?	?
O=c1c(/C=N/O)coc2ccc3ccccc3c12	i	i	i	-7%	0%	-5%	2%	-1%	-2%	?	i
COC(=O)CCCCCN1C(=O)NC(CC2CC2)C(C(=O)OCc2ccccc2)=C1C (stereo not given)	.	.	.	?	?	25%	.	-4%	-6%	.	.
CN(C)C(=O)CSc1nnc(C23CC4CC(CC(C4)C2)C3)o1	i	i	i	10%	-12%	1%	-3%	2%	2%	i	i
COc1ccc(NC(=O)CN2CCN(C3c4ccccc4-c4ccccc43)CC2)c(OC)c1	i	i	i	?	-13%	1%	1%	1%	1%	i	?
Cc1ccc(S(=O)(=O)Cn2nnnc2CN(Cc2ccco2)Cc2cccs2)cc1	?	i	i	?	-8%	2%	0%	-2%	-5%	i	i
Cc1cccc(C)c1OCC(=O)Nc1cccc(NC(=O)c2ccco2)c1	i	i	i	28%	?	4%	-8%	-3%	-1%	i	i
COc1ccc2c(c1)C(=O)N(c1ccccc1OC)C(=O)C2(C)C	?	i	i	-4%	-3%	0%	-6%	-1%	-2%	i	i
CCCN(CCC)c1nc2ccccc2nc1C(C#N)C(=O)OC(C)COC (stereo not given)	4.9e-08M*	3.9e-08M*	i	.	.	.	3%[25.5 µM]	.	.	i	?
O=C(O)C1C2C=CC(C2)C1C(=O)OCc1ccccc1 (stereo not given)	i	i	i	7%	0%	8%	1%	-2%	0%	i	i
CC(OC(=O)c1cc2sccc2n1C)C(=O)NCc1ccc2c(c1)OCO2 (stereo not given)	i	i	i	?	-12%	0%	0%	0%	0%	i	i
CC1(C)CC(=O)c2sc(NC(=O)CN3C(=O)CCC3=O)nc2C1	.	.	.	-2%	.	-11%	0%	-1%	2%	.	.
COC(=O)c1c(NC(=O)CN2CCN(c3ccccc3)CC2)c2c(C)cccc2n1C	i	i	i	14%	-17%	46%	2%	-2%	1%	i	i
COc1cccc(-c2nccc(NCc3cccnc3)n2)c1	?	?	i	21%	-22%	0%	-2%[2.29 µM]	-1%	-2%	i	?
O=C(Nc1cccnc1)c1cccs1	i	i	i	27%	-5%	-6%	-3%	0%	2%	i	i
CCOc1ccc(S(=O)(=O)n2nnc3ccccc32)cc1C(C)C	i	i	i	15%	3%	13%	-2%	1%	1%	?	?
COc1cc(/C=N/n2cnnc2)ccc1OC(=O)c1ccncc1	.	.	.	3%	-17%	1%	-1%	-1%	-3%	.	.
N#C/C(=C1\CCCN1)c1ccc2ccccc2n1	?	i	i	21%	16µM*	41%	-3%	-20%	?	i	?
Cc1ccc(OCC(=O)N2CCC(N3CCCCCC3)CC2)cc1	i	i	i	.	.	.	2%[25.5 µM]	.	.	i	?
Cc1cnc(NC(=O)c2ccco2)s1	?	?	i	7%	-10%	-8%	-26%	0%	1%	?	?
CC(C)c1ccc(-c2nc(N3CCCCC3)[nH]c(=O)c2C#N)cc1	5.2e-08M*	4.8e-08M*	i	-3%	-10%	18%	1%	1%	2%	i	i
CCCSc1nc(C)cc(=O)[nH]1	?	i	i	7%	4%	0%	0%	0%	0%	i	?
COC(=O)[C@@]1(Cc2ccc(F)cc2)[C@H]2c3cc(C(=O)N4CCCC4)n(Cc4ccc(C)o4)c3C[C@H]2CN1C(=O)c1ccccc1	.	.	.	32µM*	4%	16%	.	-5%	-4%	.	.
Cc1cc(OCC(=O)N(C)C)c2c(-c3ccccc3)cc(=O)oc2c1	.	.	.	15%	?	12%	-2%	-1%	2%	.	.
COc1cc2c(C(=O)NCc3ccccn3)cn(CC(C)C)c(=O)c2cc1OC	.	.	.	-4%	.	11%	1%	2%	-1%	.	.
CCN(CC)S(=O)(=O)c1cccc(C(=O)OCc2cc(=O)n3nc(C)sc3n2)c1	3e-08M*	3.1e-08M*	i	-2%	-6%	-3%	0%	-2%	0%	i	?
CCC(c1nnnn1Cc1ccco1)N(Cc1cc2cc(C)cc(C)c2[nH]c1=O)CC1CCCO1 (stereo not given)	2.8e-08M*	2.8e-08M*	i	20µM*	4%	66%	-7%	-16%	-17%	i	?
CCc1ccc(OCC(=O)Nc2ccc(-c3nc4ccccc4o3)c(O)c2)cc1	.	.	.	4%	-9%	70%	-2%	-5%	-2%	.	.
CC(=O)C1=C(C)Nc2ncnn2C1c1ccccc1Cl (stereo not given)	i	i	i	1%	-7%	10%	0%	-2%	-1%	i	i
COc1ccc2cc(S(=O)(=O)N3CCOCC3)ccc2c1	.	.	.	?	-17%	8%	-1%	-4%	?	.	.
CCn1c(C)csc1=NC(=O)c1ccccc1O	?	?	i	11%	-9%	7%	13µM*	-7%	-11%	?	i
Cc1cccc(N2CCN(S(=O)(=O)c3ccc4c(c3)c(=O)n(C)c(=O)n4C)CC2C)c1 (stereo not given)	i	i	i	15%	38%[activator]	-11%	1%	-1%	2%	i	i
Nc1nc(CSc2nc3ccccc3[nH]2)nc(N2CCOCC2)n1	?	i	i	-4%	-20%	11%	-2%	1%	3%	i	?

Whole records, looked up by structure. Screens in order: A350 autofl	4MU fluor	Rhodamine fluor	HEK293 cAMP ctrl	ERK AVP block	Tau fil binding	Luciferase inh	Casp7 inh	Caspase-1 inhib	Texas Red fluor	Fluorescein fluor
`COc1ccc2cc(S(=O)(=O)N3CCOCC3)ccc2c1` in the list: .	.	.	?	-17%	8%	-1%	-4%	?	.	.
`CC(=O)C1=C(C)Nc2ncnn2C1c1ccccc1Cl` (stereo not given) in the list: i	i	i	1%	-7%	10%	0%	-2%	-1%	i	i
`CCn1c(C)csc1=NC(=O)c1ccccc1O` in the list: ?	?	i	11%	-9%	7%	13µM*	-7%	-11%	?	i

Carrying on:
SMILES	A350 autofl	4MU fluor	Rhodamine fluor	HEK293 cAMP ctrl	ERK AVP block	Tau fil binding	Luciferase inh	Casp7 inh	Caspase-1 inhib	Texas Red fluor	Fluorescein fluor
Cc1cccc(NS(=O)(=O)c2cccs2)n1	i	i	i	2%	-13%	5%	0%	-3%	2%	i	i
O=C(COC(=O)c1n[nH]c2ccccc12)NC(=O)NCc1ccco1	i	i	i	-4%	-23%	0%	-8%	-8%	4%	i	?
CCCCOC(=O)Cn1c(=N)n(CCC)c2ccccc21	i	i	i	?	-6%	-11%	3%	-1%	0%	i	i
N#Cc1cccc(NC(=O)N2CC[C@@]3(CCCN(S(=O)(=O)c4ccccc4)C3)C2)c1	i	i	i	18%	?	-6%	-2%[11.4 µM]	0%	-4%	i	i
C#CC(C)(CC)NC(=O)c1cc(OC)c(OC)c(OC)c1 (stereo not given)	i	i	i	14%	-25%	-13%	0%	3%	-2%	i	i
C#CCOC(=O)NC(/C=C/CCCC)c1ccccc1 (stereo not given)	.	.	.	?	0%	-21%	.	0%	-3%	.	.
COC(=O)N1CCC[C@@]2(CCN(C(=O)Nc3ccccc3)C2)C1	i	i	i	12%	-6%	-2%	1%[11.4 µM]	-1%	-19%	i	i
Cc1ccc(O)c(NC(=O)c2cccc(NC(=O)c3ccco3)c2)c1	i	i	i	-7%	-26%	-26%	-17%	1%	0%	i	?
CN(C)CCN1C(=O)CC[C@]2(C)C1=CC[C@@H]1[C@@H]2CC[C@]2(C)[C@H]1CC[C@]2(C)O	i	i	i	-3%[11.4 µM]	1%[11.5 µM]	19%[11.4 µM]	2%[11.4 µM]	1%[11.5 µM]	1%[11.5 µM]	i	?
CCCc1cc(COC)c(C#N)c(=O)[nH]1	1.3e-08M*	1.3e-08M*	i	3%[11.4 µM]	5%[11.5 µM]	-4%[11.4 µM]	0%[11.4 µM]	0%[11.5 µM]	2%[11.5 µM]	i	i
CC(=O)Nc1ccc(S(=O)(=O)CCC#N)cc1	?	i	i	3%	-9%	4%	2%	0%	-1%	i	i
Cc1ccc(Cn2ccc(NC(=O)c3cc(-c4ccco4)on3)n2)cc1	i	i	i	5%	22%	12%	-6%	-8%	-2%	i	?
O=C(NCCCN1CCOCC1)c1cc(-c2cccs2)on1	i	i	i	9%	10%	7%	-3%	0%	-2%	i	i
